# GAA inhib: blocks human lysosomal alpha-glucosidase; 200,000 tested, 0.005% active; P10253; purified human GAA, 4-MU-alpha-glucoside fluorescence; Potency, µM (highest dose often 76.9 µM), without a hit: at the top dose activity change, negative = inhibition, usual class: inhibitors; AID 1466;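 further: plate controls were uninhibited enzyme wells for no effect and no-enzyme background for full effect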
#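 Fluorogenic assay: 4 nM human alpha-glucosidase with 400 uM 4-methylumbelliferyl-alpha-D-pyranoside in 50 mM citrate/phosphate, 0.005% Tween-20, pH 5.0, 20 min at room temperature. Compounds tested up to 77 uM; AC50 from Hill fits.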
# HTT ATP protect: protects HTT-Q103 PC12 cells, measured by ATP; PC12 HTT-Q103 induced, cytoprotection, ATP luminescence, 40 h; Potency, µM (top dose mostly 56.4 µM), for inactives: cytoprotection (ATP increase), actives largely listed as activators; 230,000 tested, 0.14% active;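 further: % of control where 0% means no effect; nearly all actives have a fitted effect of over 45% in size; toxic huntingtin expression switched on by the ecdysone agonist tebufenozide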
#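 Quantitative HTS on tebufenozide-induced (100 nM) PC12 cells expressing HTTQ103 exon 1–GFP; compounds tested as a concentration series; survival measured via cellular ATP.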
# Tau fluor counter: counter-screen for tau fibril formation inhibitors | tau K18 P301L Alexa594 fluorescence, heparin fibrillization | Potency, µM (doses to about 57.7 µM), without a hit: at the highest dose activity change, negative = decrease | 280,000 tested, 0.93% active | AID 1463; further: on the % scale 0 is the no-effect control and ±100 the full control effect; nearly all actives have a fitted effect of over 55% in size
#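 Human tau K18 P301L (15 uM unlabeled, 0.24 uM Alexa 594-labeled) in 100 mM sodium acetate pH 7 with 20 uM heparin, 6 hr at 37 C. ThT 30 uM added, 1 hr ambient; Alexa 594 FP and total fluorescence read at 555/632 nm.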
# GAA glycogen mod: inhibitors or activators of human alpha-glucosidase glycogen cleavage. P10253. recombinant GAA, glycogen substrate, Amplex Red glucose oxidase fluorescence. Potency, µM (series often up to 76.4 µM), for inactives: at the top dose activity change, negative = inhibition, hits mostly inhibitors. 300,000 tested, 0.38% active;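 further: 0% = full enzyme reaction and -100% = no-enzyme basal signal; the screen sought inhibitors and activators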
#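 Recombinant enzyme (4 nM final) with compounds titrated up to 77 uM and bovine liver glycogen (30 ug) in citrate pH 5.0, 0.01% Tween-20, 37 C 40 min. Released glucose detected by Amplex Red/glucose oxidase (Ex 573/Em 610); AC50 from Hill fits.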
# GAA spleen mod: lysosomal alpha-glucosidase (human) modulation | human spleen homogenate, 4-MU-alpha-glucoside fluorescence | 240,000 tested, 0.006% active | Potency, µM (highest dose often 79.9 µM), for inactives: at the top dose activity change, negative = inhibition, most hits filed as inhibitors;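 further: 0% = enzyme with vehicle and -100% = no enzyme basal signal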
#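 Enzyme source: human spleen homogenate, 1 ug/well. Buffer 50 mM citric acid/K phosphate pH 5.0, 0.01% Tween-20. 4-MU-alpha-glucoside 1 mM; 37 C x 40 min; NaOH/glycine stop; fluorescence.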
# Tau ThT inhib: blocks human tau fibril formation measured by thioflavin T; AID 1460; P10636; recombinant tau K18 P301L, heparin-induced fibrillization, ThT fluorescence; 270,000 tested, 2.1% active; Potency, µM (series often up to 57.4 µM), for inactives: at the top dose activity, negative = inhibition, most hits filed as inhibitors; further: on the % scale 0 is the no-effect control and ±100 the full control effect; nearly all actives have a fitted effect of over 55% in size
# Target sequence (P10636 561-689 P618L limits assumed): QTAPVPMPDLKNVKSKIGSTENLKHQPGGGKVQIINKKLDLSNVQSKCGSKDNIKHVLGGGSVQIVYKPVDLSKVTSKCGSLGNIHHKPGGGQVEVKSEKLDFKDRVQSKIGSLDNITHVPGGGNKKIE
#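 Fibril formation assay: tau K18 P301L at 15 uM with trace Alexa 594 label, heparin inducer 20 uM, pH 7 sodium acetate buffer, 37 C for 6 hr; endpoint ThT signal.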
# aGal spleen mod: inhibits or activates alpha-galactosidase in human spleen homogenate; P06280; human spleen homogenate, 4MU-alpha-Gal fluorescence, 40 min; Potency, µM (titrated, usually from 80 µM), inactives show top-dose activity change, negative = inhibition, actives largely listed as inhibitors; 240,000 tested, 0.008% active; AID 2107;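 further: 0% = enzyme with vehicle and -100% = no enzyme basal signal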
# Target sequence (P06280 32-429 limits assumed): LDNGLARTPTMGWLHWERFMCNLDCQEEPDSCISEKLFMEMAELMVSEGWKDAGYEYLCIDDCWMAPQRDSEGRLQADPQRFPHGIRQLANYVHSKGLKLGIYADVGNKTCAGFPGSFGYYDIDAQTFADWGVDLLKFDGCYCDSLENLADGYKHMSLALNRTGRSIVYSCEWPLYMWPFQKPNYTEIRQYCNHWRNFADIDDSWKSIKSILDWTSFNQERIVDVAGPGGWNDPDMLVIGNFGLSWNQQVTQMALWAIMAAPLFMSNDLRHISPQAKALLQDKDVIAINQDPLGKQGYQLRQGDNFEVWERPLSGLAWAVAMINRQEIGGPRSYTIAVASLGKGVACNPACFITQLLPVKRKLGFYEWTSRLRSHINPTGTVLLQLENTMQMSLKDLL
#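 Fluorogenic readout (Ex 365/Em 440 nm) of 4-methylumbelliferone released from 1 mM 4-MU-alpha-galactoside by spleen homogenate, 40 min at 37C, pH 5.0. Data normalized to no-enzyme and enzyme controls; Hill-equation AC50 from compound titrations.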
# Tau fibril FP: blocks human tau fibril formation measured by polarization | P10636 | K18 P301L tau heparin fibrillization, Alexa594 FP, 6 h | Potency, µM (titrated, usually from 57.7 µM), inactives show top-dose activity, negative = inhibition, most hits filed as inhibitors | 280,000 tested, 0.39% active; further: on the % scale 0 is the no-effect control and ±100 the full control effect; nearly all actives have a fitted effect of over 55% in size
#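 Compound effects on tau fibrillization are measured by Alexa 594 fluorescence polarization (ex 555, em 632 nm). K18 P301L tau is used at 15 uM with 0.24 uM labeled tracer, and 20 uM heparin induces aggregation over 6 hr at 37 C.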
# Active calls of the source: *; ? = inconclusive; · = no result given; [ ] = dose if it differs, or a comment. The call rests on the fitted dose curve; in most records, active means well fitted curve in the direction sought with a large enough effect; inconclusive means small, poorly fitted or top-dose-only effect, or another doubt; inactive means no such curve, though single readings can be large; an effect the other way counts as inactive or inconclusive. Potency means the concentration at half of the fitted maximal effect.
SMILES,GAA inhib,HTT ATP protect,Tau fluor counter,GAA glycogen mod,GAA spleen mod,Tau ThT inhib,aGal spleen mod,Tau fibril FP
O=C(NCC1COc2ccccc2O1)C1CCCN(S(=O)(=O)c2cccc3nsnc23)C1 (configuration not stated),-8%,-24%,-12%,2%,-10%,-10%,8%,-3%
COc1cccc(N/C=C/c2onc(C)c2[N+](=O)[O-])c1,4%,-70%,-1%,-8%,-4%,?,1%,6%
COc1ccc(C(=O)Oc2cc(/C=N/NS(=O)(=O)c3ccc(C)cc3)ccc2OC)cc1,-2%,-22%,?,-7%,0%,-5%,7%,?
COc1ccc(OC)c(/C=C2\S/C(=N/NC(=O)c3ccc4ccccc4c3)NC2=O)c1,-14%,19%[10 µM],?,10%,-2%,8.9µM*,1%,3%
CC1(C)CC(=O)c2cnc(N)nc2C1,3%,11%,2%,12%,-3%,-5%,9%,7%
O=C1C2C3C=CC(C3)C2C(=O)N1/N=C/c1ccc(-c2ccccc2[N+](=O)[O-])o1 (configuration not stated),-1%,-46%[0.074 µM],-12%,6%,-5%,?,3%,6%
N=C1C(c2nc3ccccc3s2)=C(O)CN1NC(=O)c1ccccc1[N+](=O)[O-],0%,-14%,-2%,9%,1%,1%,5%,-1%
Cc1nn(CC(=O)NNC(=O)c2ccccc2F)c([N+](=O)[O-])c1Br,-3%[15.4 µM],-20%[10 µM],-8%,-3%,2%,-5%,-23%,-2%
COc1ccc(C(=O)NCc2cn3ccsc3n2)cc1OC,-7%,22%[10 µM],6%,0%,1%,-5%,-27%,8%
CCOc1ccc(NC(=O)CSc2nnc(CNC(=O)c3ccco3)o2)cc1,0%,-35%,-7%,3%,-6%,-7%,-3%,-2%
N#Cc1cnc(Sc2ccccc2)nc1,-2%,?,10%,-3%,·,-2%,1%,18%
Cc1nnc(Nc2ccc(Cl)c(C(F)(F)F)c2)[nH]c1=O,-7%,-29%,1%,6%,-9%,0%,-4%,-1%
CCCC1=NN2C(=N)/C(=C\c3cc(C)n(Cc4ccccc4)c3C)C(=O)N=C2S1,-9%,1%[10 µM],-13%,0%,-7%,-18%,-2%,4%
O=c1ccccn1Cc1c(Cl)cccc1Cl,-6%,0%,8%,-6%,-7%,4%,0%,8%
CC1(C)CC(=O)c2c(nn(-c3ccccc3)c2N)C1,1%,-9%,-1%,2%,3%,0%,8%,3%

# A stretch taken from the entries so far, for reference:
SMILES,GAA inhib,HTT ATP protect,Tau fluor counter,GAA glycogen mod,GAA spleen mod,Tau ThT inhib,aGal spleen mod,Tau fibril FP
COc1cccc(N/C=C/c2onc(C)c2[N+](=O)[O-])c1,4%,-70%,-1%,-8%,-4%,?,1%,6%
COc1ccc(C(=O)Oc2cc(/C=N/NS(=O)(=O)c3ccc(C)cc3)ccc2OC)cc1,-2%,-22%,?,-7%,0%,-5%,7%,?
COc1ccc(OC)c(/C=C2\S/C(=N/NC(=O)c3ccc4ccccc4c3)NC2=O)c1,-14%,19%[10 µM],?,10%,-2%,8.9µM*,1%,3%
CC1(C)CC(=O)c2cnc(N)nc2C1,3%,11%,2%,12%,-3%,-5%,9%,7%
O=C1C2C3C=CC(C3)C2C(=O)N1/N=C/c1ccc(-c2ccccc2[N+](=O)[O-])o1 (configuration not stated),-1%,-46%[0.074 µM],-12%,6%,-5%,?,3%,6%

# Ordered by length of the SMILES (smallest number first): 3 of the compounds above.
SMILES,GAA inhib,HTT ATP protect,Tau fluor counter,GAA glycogen mod,GAA spleen mod,Tau ThT inhib,aGal spleen mod,Tau fibril FP
N#Cc1cnc(Sc2ccccc2)nc1,-2%,?,10%,-3%,·,-2%,1%,18%
COc1ccc(C(=O)NCc2cn3ccsc3n2)cc1OC,-7%,22%[10 µM],6%,0%,1%,-5%,-27%,8%
CCCC1=NN2C(=N)/C(=C\c3cc(C)n(Cc4ccccc4)c3C)C(=O)N=C2S1,-9%,1%[10 µM],-13%,0%,-7%,-18%,-2%,4%

# Additional records.
SMILES,GAA inhib,HTT ATP protect,Tau fluor counter,GAA glycogen mod,GAA spleen mod,Tau ThT inhib,aGal spleen mod,Tau fibril FP
COc1ccc(-n2c(-c3ccc(C)cc3)cc3c2CC(C)(C)CC3=O)c(OC)c1,·,·,-12%,6%[76.3 µM],·,-11%,·,3%
Cc1cccc(NC(=O)Nc2ccc3c(c2)N(C)C(=O)CS3)n1,-3%,13%,-28%,7%,-4%,?,3%,12%
CS(=O)(=O)N1CCN(C(=O)c2cc(-c3cccnc3)nc3ccc(Cl)cc23)CC1,13%,-3%,7%,-5%,0%,12%,-10%,-1%
O=S(=O)(c1ccc(Br)s1)N1CCC(Cc2ccccc2)CC1,-7%,-16%,-16%,1%,-2%,1%,0%,-7%
CC(C)OC(=O)CCC(=O)Nc1ccc(F)cc1,-3%,-28%,-5%,0%,1%,-3%,6%,?
Cc1cccc(C(=O)N2CCC(=O)N([C@H](COCc3cccc(C(F)(F)F)c3)Cc3ccccc3)CC2)c1,·,-41%[inhibitor][40.3 µM],-5%,·,-7%,-21%,-9%,15%
CC(C)[C@H](NC(=O)c1ccccc1)C(=O)OCc1nnc(-c2ccccc2)o1,-3%,-22%,-15%,-5%,3%,2%,9%,-5%
Cn1c2ccccc2c2cc(/C=C(\NC(=O)c3ccccc3)C(=O)O)ccc21,0%[15.4 µM],2%[10 µM],-5%,-14%,-3%,?,14%,9%
CCCCCCNC(=O)Nc1ccccc1,?,-11%[10 µM],-8%,1%,5%,2%,9%,1%
CCOC(=O)CNS(=O)(=O)c1ccc(S(=O)(=O)N2CCCC2)cc1,0%,-20%[10 µM],-13%,1%,-1%,-5%,4%,0%
Cc1cccc(NC(=O)Cn2ncc3c4ccccc4n(Cc4ccccc4)c3c2=O)c1C,·,·,-11%,7%[76.3 µM],·,-6%,·,-4%
O=C(c1cc([N+](=O)[O-])ccc1N1CCCCC1)N1CCc2ccccc21,-6%,8%[1.9 µM],-15%,-4%,6%,?,-2%,2%
Oc1ccc(C2Oc3cc(O)cc(O)c3CC2O)cc1 (configuration not stated),·,30%,-11%,·,5%,-7%,16%,1%
Cc1cccc(C)c1-n1c(C)cc(/C=C2\NC(=O)NC2=O)c1C,-3%,1%[10 µM],-2%,-10%,0%,-1%,3%,0%
N#CC1=C(Nc2ccccc2)SC=C(c2ccc(F)cc2)N=C1N1CCOCC1,-10%,7%,-4%,-15%,-4%,-4%,-1%,0%
CCN(C(=O)COC(=O)c1c(C)nn(-c2ccccc2)c1C)C1CCS(=O)(=O)C1 (configuration not stated),-4%,-35%[inhibitor],-8%,-7%,9%,-6%,2%,-3%
CC(NC(=O)Cn1cnnn1)C12CC3CC(CC(C3)C1)C2 (configuration not stated),-7%,-2%[10 µM],-4%,6%,-9%,-7%,-8%,3%
N#Cc1nc(COc2ccc(Br)cc2)oc1NCCCn1ccnc1,2%,-1%[10 µM],-12%,0%,-9%,-19%,-18%,0%
C=CCn1c(SCC(=O)/C(C#N)=C(\C)N)nnc1C1CCCCC1,5%,9%[10 µM],2%,9%,2%,5%,10%,-3%
O=C(CCc1nnc(Cc2ccc3c(c2)OCO3)o1)NC(c1ccccn1)C(F)(F)F (configuration not stated),?,5%[10 µM],-8%,9%,-3%,-5%,-2%,-1%
COC(=O)C1C2CCC(C2)C1C(=O)OCC(=O)c1ccc(C)cc1 (configuration not stated),4%,13%,-12%,2%,2%,-12%,2%,0%
Cc1ccsc1CN(Cc1ccco1)c1cnc(S(C)(=O)=O)nc1C(=O)Nc1ccc(Cl)cc1,·,·,-11%,10%[76.3 µM],·,6%,·,-8%
CCCCCCc1nc2ccccc2c(=O)n1NC(=O)c1c(O)c2cccc3c2n(c1=O)CCC3,-9%,2%,-11%,1%,-6%,-15%,13%,4%
CCc1ccc(NC(=O)CC2NCCNC2=O)cc1 (configuration not stated),-9%,-17%,4%,4%,1%,-3%,-1%,7%
Cc1cccc(NC(=O)CCn2ccnc2C)c1,-5%,-5%,-1%,-2%,-2%,-3%,5%,-1%
Cc1nn(CC(=O)N2CCC(C)CC2)c(=O)c2cc3sccc3n12,·,·,-1%,15%[76.3 µM],·,6%,·,-4%
Cc1cccc(CSc2ncc(Cl)c(C(=O)Nc3sc4c(c3C#N)CCCC4)n2)c1,·,·,0%,14%[76.3 µM],·,3%,·,-4%
CCOC(=O)c1c(-c2ccc(C)cc2)csc1NC(=O)c1cc(-c2ccc(C)c(F)c2)on1,·,·,-4%,-6%[76.3 µM],·,-6%,·,4%
Cc1cccc(NS(=O)(=O)c2cccc3cccnc23)n1,-11%,23%,-8%,4%,2%,?,-12%,-4%
O=C(Nc1ccc2c(c1)OCO2)Oc1ccccc1,-2%,-30%,-26%,-15%,5%,?,6%,12%
CC(=O)c1ccc(OC2C=CC(C#Cc3ccc(Br)cc3)OC2CO)cc1 (configuration not stated),·,-8%[10 µM],-10%[11.6 µM],·,5%[17.4 µM],-16%[11.5 µM],4%[17.5 µM],1%[11.6 µM]
Cc1cccc(C)c1NC(=S)N(CCN(C)C)Cc1cccs1,?,-30%,3%,2%,7%,1%,3%,2%
Cc1[nH]c(=O)[nH]c(=O)c1S(=O)(=O)N1CCCC(C(=O)NCCc2ccc(Cl)cc2)C1 (configuration not stated),-2%,-4%,-20%,-4%,-6%,?,-3%,?
O=C(CSc1nnc(CNc2ccc(F)cc2)n1Cc1ccccc1)NCc1ccco1,1%,-18%[10 µM],-17%,-7%,1%,?,5%,-12%
Cc1ccc2c(c1)OC(=O)CC2c1ccccc1 (configuration not stated),-14%,6%,-14%,-1%,4%,-17%,5%,-6%
O=C(Cn1cncn1)c1ccccc1,·,-1%[10 µM],-10%,3%,-1%,-13%,-6%,-3%
CCCCCCn1c(N(CC)CC)nc2c1c(=O)[nH]c(=O)n2C,0%,-15%[10 µM],0%,-6%,-4%,-5%,3%,7%
CCCCC[C@H](O)/C=C/[C@@H]1[C@@H](C/C=C\CCCC(=O)OC)[C@@H](O)C[C@H]1O,2%[15.4 µM],·,-3%,-4%,-2%,-12%,-3%,9%
Nc1ccc2c(c1)sc1ccccc12,0%,·,-9%,6%,1%,-4%,-7%,?
CCSCCOC(=O)C1=C(C)NC(=O)NC1c1cccc(OC)c1OC (configuration not stated),-1%,-17%,6%,-4%,8%,-6%,16%,4%

# Compounds as they come; overall some 3.3% were active at least once.
